# HTRA1 inhibitor – inhibitors of human serine peptidase HTRA1. Q92743. recombinant HTRA1, FP-rhodamine activity-based probe, fluorescence polarization. inhibition, % at 5.96 µM. actives 0.5% (n = 340,000). AID 504803; in the data active means inhibition above about 36%;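 further: 0% = enzyme with DMSO and 100% = wells lacking enzyme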
# TCR-CD3 inh – blocks the human TCR-CD3 interaction; TAMRA-labeled TCR probe fluorescence, biochemical; inhibition, % at 9.4 µM; actives 0.37% (n = 360,000); AID 651800; in the data active means inhibition above about 19%;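 further: recombinant mutant TCR 2C K166C tagged with TAMRA read by polarization; 0% = receptor in buffer alone and 100% = receptor with positive control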
# MBD2 DNA inh – MBD2-methylated oligo binding inhibition | Q9UBB5 | inhibition, % at 4.4 µM | TR-FRET, MBD2 binding to methylated oligonucleotide | actives 0.31% (n = 370,000) | AID 686964; in the data active means inhibition above about 13%
# PRMT1 inh – PRMT1 (human) inhibition, primary screen; Q99873; recombinant PRMT1, activity-based probe fluorescence polarization; inhibition, % at 2.79 µM; actives 1.3% (n = 370,000); AID 652257;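 active means inhibition above about 21% made by adding two undisclosed values, limit read from the data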
# Target sequence (Q99873 whole entry, looked up): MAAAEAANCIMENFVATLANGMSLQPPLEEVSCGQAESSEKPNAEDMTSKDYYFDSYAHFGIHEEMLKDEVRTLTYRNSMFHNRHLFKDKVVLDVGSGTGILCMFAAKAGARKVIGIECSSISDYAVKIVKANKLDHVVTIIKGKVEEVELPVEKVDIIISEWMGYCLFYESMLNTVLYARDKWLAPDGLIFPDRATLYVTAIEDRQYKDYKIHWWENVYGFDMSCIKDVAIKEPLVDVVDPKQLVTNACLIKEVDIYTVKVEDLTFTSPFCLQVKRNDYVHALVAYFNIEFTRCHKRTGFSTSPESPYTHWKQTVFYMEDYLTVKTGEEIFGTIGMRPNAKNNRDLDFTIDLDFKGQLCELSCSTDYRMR
# UHRF1 binding – blocks human UHRF1 binding to methylated DNA; UHRF1 binding to methylated oligo, TR-FRET; inhibition, % at 4.4 µM; actives 0.75% (n = 370,000); AID 687016; in the data active means inhibition above about 21%;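 further: UHRF1 SRA domain binding a hemimethylated CpG hairpin DNA probe; 0% = median of test compound wells and 100% = reference inhibitor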
# PG9 binder – binds the HIV-1 gp120 antibody PG9. actives 0.43% (n = 360,000). AID 624416. TR-FRET gp120-PG9 antibody binding. inhibition, % at 6.7 µM; in the data active means inhibition above about 8.5%
# LEDGF integ inh – blocks HIV-1 LEDGF/p75-dependent DNA integration; TR-FRET IN-LEDGF/p75 DNA integration, Eu/Cy5; inhibition, % at 3.7 µM; actives 0.64% (n = 370,000); AID 743269;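 active means inhibition above the screen-wide mean plus 3 SD, cut at about 13% in these data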;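 further: signal is the Cy5 over europium emission ratio at 671 and 618 nm; 0% = plate median of compound wells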
# rCAG binder – binds r(CAG) RNA repeats; r(CAG) RNA repeat, TO-PRO-1 dye displacement fluorescence; inhibition, % at 3 µM; actives 1.3% (n = 370,000); AID 651821;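 active means inhibition above the plate cutoff, the mean of all test compounds on that plate plus 3 SD, cut at about 35% in these data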;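 further: 0% = DMSO alone and 100% = 100 µM mitoxantrone as full dye displacement; higher means more dye released from RNA so lower well fluorescence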
# Rev-erbA mod – Rev-erb alpha (human) modulation; activity, % at 10 µM; actives 0.79% (n = 370,000); P20393; Rev-erbα–FITC-DNA binding, fluorescence polarization, 90 min;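 active means activity above about 14%, limit read from the data; passing the limit was not always enough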;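 further: 0% = DMSO wells with 35 nM protein and 100% = DMSO wells with 750 nM protein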
# mABHD4 FP – inhibits mouse alpha/beta hydrolase domain 4; purified mABHD4, FP-Rh probe fluorescence polarization; inhibition, % at 8.92 µM; Q8VD66; actives 0.54% (n = 370,000);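 active means inhibition exceeding the mean over every tested compound plus 3 SD, cut at about 30% in these data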;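 further: 0% = plate median of compound wells and 100% = S159A mutant with DMSO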
# Target sequence (Q8VD66 whole entry, looked up, the tested form may be a part): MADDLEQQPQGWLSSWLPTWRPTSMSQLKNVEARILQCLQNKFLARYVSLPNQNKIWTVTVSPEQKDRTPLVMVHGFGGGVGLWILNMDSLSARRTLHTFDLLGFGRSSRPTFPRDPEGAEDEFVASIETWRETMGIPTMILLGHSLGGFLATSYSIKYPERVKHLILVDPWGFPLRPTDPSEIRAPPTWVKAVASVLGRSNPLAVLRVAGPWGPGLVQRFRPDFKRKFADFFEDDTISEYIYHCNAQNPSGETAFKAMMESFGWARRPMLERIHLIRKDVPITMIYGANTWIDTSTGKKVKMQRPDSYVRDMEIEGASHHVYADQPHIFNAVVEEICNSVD
#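 Material: mouse ABHD4 enzyme, wild type; Benchmarks: S159A mutant high control, sample median low control; Buffer or medium: HEPES pH 7.0, NaCl, Pluronic buffer; Signal: fluorescence polarization; Read-out: percent inhibition of probe binding, normalized to plate controls; Timing: pre-incubation 45 min, probe exposure 60 min, at 25 °C; Dosing: 8.92 µM, single dose.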
# An asterisk follows results filed as active; . = no result given. An excerpt; count on the stated rates, not on these rows.
no.	structure	HTRA1 inhibitor	TCR-CD3 inh	MBD2 DNA inh	PRMT1 inh	UHRF1 binding	PG9 binder	LEDGF integ inh	rCAG binder	Rev-erbA mod	mABHD4 FP
1	CN1OC[C@@H]2CN(C(=O)CCc3ccccc3)[C@H](c3cccc(-c4ccc(C#N)cc4)c3)C[C@@H]21	2	-10	-4	-2	-3	-1.0	0	1	1	5
2	CN(Cc1c(F)cccc1Cl)c1ccc(S(=O)(=O)N2CCOCC2)cn1	1	12	1	-4	2	-2.9	1	-3	6	0
3	CN(C(=O)CSc1ncnc2ccccc12)C1CCS(=O)(=O)C1 (stereo unspecified)	3	-4	-2	2	2	1.9	3	2	-1	4
4	Cc1ccc2[nH]c(=O)c(CN(CCCN(C)C)C(=O)Nc3ccc(F)cc3)cc2c1	-2	7	-5	3	0	3.5	0	-2	3	2
5	CC(=O)Nc1nc(Cn2nnc(-c3ccc4c(c3)OCO4)n2)nc(N(C)C)n1	1	-5	2	-4	2	1.3	5	0	0	-8
6	Cc1occc1C(=O)Nc1ccccc1C(=O)O	3	-9	3	5	2	-0.5	2	0	4	3
7	COCCN(Cc1cccs1)S(=O)(=O)c1ccc(-c2ccc(=O)[nH]n2)s1	1	-11	4	1	13	-2.9	1	3	2	-1
8	O=C1c2ccccc2S(=O)(=O)N1Cc1c(F)cccc1Cl	-3	2	0	2	-1	1.7	2	1	5	5
9	CCOc1cc(N2CCOCC2)c(OCC)cc1NS(=O)(=O)c1ccc(Cl)s1	13	1	2	4	1	-0.6	0	2	-4	5
10	CCCCC(=O)Nc1ccc(NC(=S)NC(=O)c2ccco2)cc1OC	.	17	0	5	4	-2.3	1	-4	-2	1
11	CN1CCN(S(=O)(=O)c2ccc(N3CCN(c4ccccc4O)CC3)c([N+](=O)[O-])c2)CC1	2	3	1	-2	-2	-2.1	-1	4	1	-1
12	COc1ccc(CC(=O)Nc2ccc(OC(C)=O)cc2C(=O)O)cc1	3	12	4	1	-2	-0.2	-2	7	-6	-1
13	COc1ccc(CCn2c(-c3cccc([N+](=O)[O-])c3)nc3nc4ccccc4nc32)cc1OC	2	-2	2	2	0	-0.4	1	-1	-9	-4
14	Cc1ccc2c(c1)N(C(=O)CCC(=O)NCc1ccccc1)CC(C)O2 (stereo unspecified)	0	-9	0	2	2	0.6	-2	2	2	3
15	Cn1c(CNC(=O)c2ccco2)nnc1SCC(=O)Nc1c(F)cc(F)cc1Br	-4	-7	-3	2	1	-0.7	3	3	-3	-8
16	CCCCOC(=O)c1ccc(NC(=O)c2cnc3n(c2=O)CCS3)cc1	-1	3	-2	-2	-2	1.0	1	1	15	7
17	COc1ccccc1C1CCN(c2cc(O)ccc2[N+](=O)[O-])CC1	0	1	5	2	2	-1.7	-3	18	5	-17
18	CCN(CC)C1CCN(C(=O)c2ccc3nc(Cc4ccc(OC)cc4)oc3c2)C1 (stereo unspecified)	-6	4	1	-3	1	-2.0	1	-3	-1	-4
19	COc1ccccc1Nc1nc(-c2sc(NC(=O)C(C)(C)C)nc2C)cs1	14	-8	-2	6	-1	-0.6	-1	22	0	-10
20	COc1ccc(C(=O)CN2C(=O)NC3(CCCc4ccccc43)C2=O)cc1 (stereo unspecified)	-5	-1	-2	-9	-1	1.1	7	5	-3	1
21	O=c1[nH]c(=O)n(Cc2ccccc2)c2nc(-c3cccs3)n(CCO)c12	.	-1	-4	-6	0	-0.6	4	11	4	1
22	CN(Cc1cccc2cnccc12)C(=O)c1cc(COc2ccc(F)cc2F)on1	-8	5	-1	-2	1	-1.9	-3	-10	10	-4
23	COC(=O)c1ccc(CSc2nc3ccccc3c(=O)n2CC(C)C)o1	-34	6	-4	3	0	-1.5	-2	-4	13	-8
24	CC(C)c1ccc(NC(=O)N2CCCC2C(=O)Nc2ccc(-n3cnnn3)cc2)cc1 (stereo unspecified)	2	4	-1	-4	0	-0.7	-1	3	-6	3
25	Cc1cc(NC(=O)CSC2=NCCS2)no1	15	-12	10	39*	10	1.2	3	-1	3	-12
26	CN1CCN(c2ccc([N+](=O)[O-])cc2C(=O)c2ccccc2)CC1	0	4	-7	2	1	-2.0	-1	-2	-4	1
27	Nc1nonc1C(=O)OCC(=O)c1ccc(Cl)cc1	-1	4	-3	-3	1	-1.4	-3	-2	-4	0
28	CCCC(=O)Nc1ccc(C(=O)NNC(=O)c2ccco2)cc1	4	-5	1	-4	-1	1.0	-3	1	-4	-1
29	CCn1c(NC(=O)Nc2ccccc2OC)nc2ccccc21	0	4	-6	-1	-2	0.7	2	-1	-2	8
30	O=C1Nc2ccccc2Nc2ccc([N+](=O)[O-])cc21	5	0	-11	-2	-13	-3.5	-2	5	-6	-2
31	C[C@H]1CN([C@@H](C)CO)C(=O)c2cccc(NC(=O)c3ccncc3)c2O[C@H]1CN(C)C(=O)Nc1ccccc1	-1	-4	2	1	0	-0.6	0	-3	2	10
32	COc1cccc(/C=N/NC(=S)Nc2cccc(C(=O)O)c2)c1	-1	-2	3	3	4	-2.1	1	10	-1	0
33	Cc1sc(NC(=O)CSc2nnnn2C2CCCCC2)c(C#N)c1C	0	-4	2	0	-2	0.2	1	2	0	3
34	CCOc1c2ccc(C(=O)NCc3ccc(C)cc3)cc2nn1CCOC	-7	1	2	-4	-3	-1.0	-1	-5	1	-4
35	COc1c2c(c3c(c1OC)c(=O)c1ccccc1n3C)OCO2	4	-7	-7	10	-7	-4.4	-7	1	6	14
36	Cc1nc2ncccn2c1-c1csc(Nc2ccccc2)n1	1	0	-5	-5	-2	-3.8	-3	2	-6	-2
37	Nc1c(C(=O)NCc2ccccc2)c2nc3ccccc3nc2n1CCCN1CCOCC1	-2	8	-3	0	-2	-0.4	-3	6	-6	9
38	Cc1ccccc1NC(=O)c1cccc(S(C)(=O)=O)c1	1	3	2	-1	4	-1.2	7	1	2	1
39	CC1(C(=O)NS(=O)(=O)c2ccc(Cl)cc2)CCN1C(=O)c1cccc(F)c1 (stereo unspecified)	.	6	-6	-6	1	-0.2	3	4	0	2
40	CCC(C)c1ccccc1NS(=O)(=O)c1cnn(CC)c1 (stereo unspecified)	0	4	-3	-3	3	-4.4	3	-2	0	-7
41	COc1nc(-c2ccccc2)ccc1-c1noc(C)n1	-2	7	2	2	3	0.6	-1	-1	3	-1
42	COc1ccc(CC(=O)N/N=C(\C)CC(=O)Nc2ccc3c(c2)OCCO3)cc1	4	2	-2	-2	0	2.7	-2	4	6	5
43	O=C(CSc1nnc(-c2ccc([N+](=O)[O-])cc2)o1)Nc1ccccn1	-6	-7	-7	-1	2	1.2	1	1	-7	4
44	CCOc1cc(C(=O)NCc2ccco2)cc(OCC)c1OCC	-17	4	-3	-2	0	-0.6	0	-9	-4	1
45	CCN(CC(=O)NCc1cccs1)C(=O)c1ccc(S(=O)(=O)N(CC)c2ccccc2)cc1	-5	-5	2	-1	2	1.6	-1	0	3	-1
46	Cc1cccc(C(=O)NNC(=O)c2ccc(Br)cc2)c1	1	0	11	5	21*	0.9	-1	-1	5	-2
47	CC1(C(=O)NS(=O)(=O)c2cccs2)CCN1C(=O)Cc1ccccc1 (stereo unspecified)	.	4	-1	2	0	1.4	-4	1	-3	7
48	COc1ccccc1N1CCN(C(=O)CCc2nnc3ccc(N4CCCC4)nn23)CC1	2	-1	-7	-3	0	-3.4	-3	-5	2	0
49	CC(=O)Nc1ccc(S(=O)(=O)N(C)c2ccc(O)cc2)cc1	1	4	-3	-1	-2	-1.2	-5	3	-2	1
50	COc1ccc(S(=O)(=O)NC(C)c2ccc3c(c2)OCCO3)cc1 (stereo unspecified)	3	-2	3	-5	-1	0.0	0	-1	-6	-7
51	Cc1nc(SCCOc2ccccc2)[nH]c(=O)c1Cc1ccccc1	1	2	6	2	-1	-0.7	-9	0	1	6
52	CC(=O)NC12CC3CC(C1)CC(C(=O)OCC(=O)Nc1ncc(Cl)cc1Cl)(C3)C2	4	1	-5	0	-2	0.4	3	2	-1	-1
53	O=C1CC(SCCc2nc3ccccc3[nH]2)C(=O)N1c1ccc(F)c(Cl)c1 (stereo unspecified)	-14	1	-5	7	0	0.3	-2	6	0	-6
54	CN1CCN(C(=O)C2=C[C@@H](C3CC3)C[C@@H](OCc3ccc(CO)cc3)O2)CC1	-2	8	-1	0	0	-2.9	4	-4	-1	4
55	CC(C)c1ccc(C(=O)NCc2ccc(Cl)cc2)cc1	-13	2	1	2	1	-1.4	2	-2	-4	4
56	COc1ccc(C)cc1NC(=O)C1CCCCN1S(=O)(=O)c1ccccc1 (stereo unspecified)	0	-3	2	4	0	1.3	1	3	3	-3

# Record cards, as listed above. Screens in order: HTRA1 inhibitor | TCR-CD3 inh | MBD2 DNA inh | PRMT1 inh | UHRF1 binding | PG9 binder | LEDGF integ inh | rCAG binder | Rev-erbA mod | mABHD4 FP
# `COC(=O)c1ccc(CSc2nc3ccccc3c(=O)n2CC(C)C)o1` is entered as -34 | 6 | -4 | 3 | 0 | -1.5 | -2 | -4 | 13 | -8
# `Cc1nc2ncccn2c1-c1csc(Nc2ccccc2)n1` is entered as 1 | 0 | -5 | -5 | -2 | -3.8 | -3 | 2 | -6 | -2

# Nothing new here: an excerpt of the list.
no.	structure	HTRA1 inhibitor	TCR-CD3 inh	MBD2 DNA inh	PRMT1 inh	UHRF1 binding	PG9 binder	LEDGF integ inh	rCAG binder	Rev-erbA mod	mABHD4 FP
31	C[C@H]1CN([C@@H](C)CO)C(=O)c2cccc(NC(=O)c3ccncc3)c2O[C@H]1CN(C)C(=O)Nc1ccccc1	-1	-4	2	1	0	-0.6	0	-3	2	10
32	COc1cccc(/C=N/NC(=S)Nc2cccc(C(=O)O)c2)c1	-1	-2	3	3	4	-2.1	1	10	-1	0
33	Cc1sc(NC(=O)CSc2nnnn2C2CCCCC2)c(C#N)c1C	0	-4	2	0	-2	0.2	1	2	0	3
34	CCOc1c2ccc(C(=O)NCc3ccc(C)cc3)cc2nn1CCOC	-7	1	2	-4	-3	-1.0	-1	-5	1	-4
35	COc1c2c(c3c(c1OC)c(=O)c1ccccc1n3C)OCO2	4	-7	-7	10	-7	-4.4	-7	1	6	14
36	Cc1nc2ncccn2c1-c1csc(Nc2ccccc2)n1	1	0	-5	-5	-2	-3.8	-3	2	-6	-2
37	Nc1c(C(=O)NCc2ccccc2)c2nc3ccccc3nc2n1CCCN1CCOCC1	-2	8	-3	0	-2	-0.4	-3	6	-6	9
38	Cc1ccccc1NC(=O)c1cccc(S(C)(=O)=O)c1	1	3	2	-1	4	-1.2	7	1	2	1
39	CC1(C(=O)NS(=O)(=O)c2ccc(Cl)cc2)CCN1C(=O)c1cccc(F)c1 (stereo unspecified)	.	6	-6	-6	1	-0.2	3	4	0	2
40	CCC(C)c1ccccc1NS(=O)(=O)c1cnn(CC)c1 (stereo unspecified)	0	4	-3	-3	3	-4.4	3	-2	0	-7
41	COc1nc(-c2ccccc2)ccc1-c1noc(C)n1	-2	7	2	2	3	0.6	-1	-1	3	-1
42	COc1ccc(CC(=O)N/N=C(\C)CC(=O)Nc2ccc3c(c2)OCCO3)cc1	4	2	-2	-2	0	2.7	-2	4	6	5

# High-throughput results as filed in PubChem.
